Screening data (PubChem BioAssay)
ABCB6 inh 2: inhibitors of human ABC transporter ABCB6; Q9NP58; K562-ABCB6 porphyrin accumulation, flow cytometry, 1 h; hits give low values; fluorescence ratio to DMSO, % at 10 µM; 360,000 tested, 0.19% active;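 active means fluorescence ratio to DMSO below 75%, the collection mean minus 3 SD; inconclusive means too few cells collected in the well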;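 further: signal is porphyrin accumulated inside mitochondria; 100% equals median channel fluorescence of DMSO control wells; lower ratio means ABCB6 inhibition with less porphyrin fluorescence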
Glyco luc inh: N-linked glycosylation inhibition; D54 ERlucT glycosylation luciferase reporter, 24 h; percent of 100 nM tunicamycin response; 360,000 tested, 0.23% active; AID 588692; reporter increase, % at 12.5 µM;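 active means mean luciferase reporter signal, scaled so untreated is 0 and the glycosylation-blocking control 100, at or above a set limit in every replicate; inconclusive means mean reaches the limit but not every replicate does; inactive means mean below the limit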;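 further: luciferase carries N-glycosylation sites so blocking glycosylation raises the light; 0% = median of neutral control wells and 100% = median of 100 nM tunicamycin wells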
aDG glyco act: increases alpha dystroglycan glycosylation; Pro5-aDG cells, alpha-DG glycosylation AlphaScreen (IIH6); 0% Pro5, 100% B10-LARGE cell signal; activation, % at 10 µM; 360,000 tested, 0.22% active; AID 624168;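 active means activation of at least 8% versus controls, or a plate z-score of at least 8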;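 further: Pro5 are CHO cells carrying HIG-tagged alpha-DG that lacks glycosylation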
MC4R antag cAMP: blocks human MC4R cAMP signaling. MC4R-expressing cells, MTII-stimulated cAMP, LANCE TR-FRET. inhibition, % at 6.5 µM. P32245. 360,000 tested, 0.48% active;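 active means inhibition above its plate's cutoff, the mean of tested wells on that plate plus 3 SD, cut at about 29% in these data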;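 further: 0% = Melanotan II alone and 100% = Melanotan II plus saturating MCL0020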
Target sequence (P32245 whole entry, looked up): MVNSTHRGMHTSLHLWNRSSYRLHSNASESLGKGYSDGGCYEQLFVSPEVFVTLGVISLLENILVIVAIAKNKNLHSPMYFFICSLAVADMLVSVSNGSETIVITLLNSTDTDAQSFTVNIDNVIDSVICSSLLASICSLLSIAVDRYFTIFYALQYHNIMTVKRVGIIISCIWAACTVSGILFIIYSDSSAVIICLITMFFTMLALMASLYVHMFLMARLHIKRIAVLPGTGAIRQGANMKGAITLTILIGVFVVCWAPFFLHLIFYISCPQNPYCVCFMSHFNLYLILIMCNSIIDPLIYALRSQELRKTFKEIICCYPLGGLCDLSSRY
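System – human MC4R-expressing U2OS cells · Also added – Melanotan II · Dosing – one concentration, 6.5 µM nominal · Timing – 30-min compound, 1-h challenge, 1-h detection, room temperature · Measured by – Eu-cAMP/anti-cAMP TR-FRET, emission 671 nm · Replicates – singlicate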
NOD2 RIPK2 PPI: blocks binding of human NOD2 to RIPK2. CHO BLA complementation NOD2-RIPK2, CCF4 ratio. inhibition, % at 4.98 µM. AID 624267. O43353. 360,000 tested, 0.38% active; in the data active means inhibition above about 21%;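 further: 0% = vehicle only and 100% = reference blocker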
Target sequence (O43353 whole entry, looked up): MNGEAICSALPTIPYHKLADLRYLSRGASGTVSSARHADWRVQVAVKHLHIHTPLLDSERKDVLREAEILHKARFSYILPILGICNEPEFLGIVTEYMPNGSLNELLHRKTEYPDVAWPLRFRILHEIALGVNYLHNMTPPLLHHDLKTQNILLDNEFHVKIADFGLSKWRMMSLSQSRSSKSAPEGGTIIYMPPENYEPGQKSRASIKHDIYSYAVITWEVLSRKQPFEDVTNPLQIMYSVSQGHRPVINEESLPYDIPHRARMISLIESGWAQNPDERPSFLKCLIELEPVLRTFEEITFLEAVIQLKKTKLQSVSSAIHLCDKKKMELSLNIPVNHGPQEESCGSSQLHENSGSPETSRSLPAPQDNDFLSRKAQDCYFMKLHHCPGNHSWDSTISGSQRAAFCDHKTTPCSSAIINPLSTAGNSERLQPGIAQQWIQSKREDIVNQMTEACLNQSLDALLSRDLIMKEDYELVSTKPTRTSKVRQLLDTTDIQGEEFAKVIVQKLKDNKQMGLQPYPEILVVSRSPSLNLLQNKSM
Granule exo inh: blocks lytic granule exocytosis; TALL-104 LAMP-1 surface exposure, flow cytometry; cells stimulated with thapsigargin and PMA; inhibition, % at 10 µM; 360,000 tested, 0.66% active;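 active means inhibition above about 55%, limit read from the data; inconclusive means no clear call, values can overlap the other calls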
ABHD5-PLIN5 inh: inhibitors of human ABHD5-perilipin-5 interaction. Q00G26+Q8WTS1. Split G. princeps luciferase complementation, luminescence, 4 h. inhibition, % at 4 µM. 360,000 tested, 0.78% active. AID 602281;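 active means inhibition above the mean inhibition across every tested compound plus 3 SD, cut at about 22% in these data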;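 further: 0% = DMSO only wells and the 100% control is not disclosed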
TLR9-MyD88 block: blocks human TLR9 binding to MyD88 | 340,000 tested, 0.21% active | Q9NR96+Q99836 | inhibition, % at 4.98 µM | CHO BLA complementation TLR9-MyD88, CCF4 FRET ratio;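 active means inhibition above the mean over all tested compounds plus 3 SD, cut at about 21% in these data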;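 further: 0% = DMSO only wells and 100% = clavulanate BLA inhibitor control wells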
Vif inh: blocks HIV Vif function | AID 602346 | HEK293T cells, Vif self-association by quenched fluorescence, imaging, 24 h | 340,000 tested, 0.35% active | inhibition, % at 7.49 µM; in the data active means inhibition above about 50%, passing the limit was not always enough; inconclusive means no clear call, values can overlap the other calls; inactive means below about 31%; further: some results filed as inactive read as strong as hits
MC4R ag barr: human MC4R agonism via beta-arrestin; P32245; U2OS MC4R beta-arrestin complementation, luminescence; percent of melanotan II response, DMSO zero; activation, % at 8.9 µM; 360,000 tested, 0.98% active;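 active means activation above a per-plate cutoff, the mean activation of sample wells on that plate plus 3 SD, cut at about 8% in these data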
* = called active by the depositor; ? = inconclusive; / = not tested or not shown. The list is partial; the hit share may differ from the screen's.

SMILES	ABCB6 inh 2	Glyco luc inh	aDG glyco act	MC4R antag cAMP	NOD2 RIPK2 PPI	Granule exo inh	ABHD5-PLIN5 inh	TLR9-MyD88 block	Vif inh	MC4R ag barr
CC1(C)C(=O)Nc2ccccc2N1C(=O)COC(=O)/C=C/c1ccc(OC(F)F)cc1	94	-2	-0.1	2	2	-17	9	-6	-2	7.8
CC12CCC(C(=O)Nc3cccc(NC(=O)C45CCC(C)(C(=O)O4)C5(C)C)n3)(OC1=O)C2(C)C	95	-2	0.2	9	-8	0	-3	10	-2	1.6
COc1ccc(C)c2sc(N(CCN(C)C)C(=O)c3ccc4ccccc4c3)nc12	99	-2	-0.1	-1	2	5	0	8	-1	3.8
COc1ccc(S(=O)(=O)NCCc2nnc3ccc(SCC(=O)Nc4nc(C)cs4)nn23)cc1	98	5	-0.2	5	-4	-2	-1	-2	1	-1.3
Fc1cccc(CNc2ncnc3cc(Cl)ccc23)c1F	91	-5	1.2	-6	-24	6	7	5	-11	0.2
CC1(c2ccc(OC(F)F)cc2)NC(=O)N(CC(=O)Nc2cccc(S(N)(=O)=O)c2)C1=O (configuration not stated)	100	1	-0.2	8	-4	-1	5	0	2	-0.8
COc1ccc(CCN(Cc2cc3ccc(C)cc3[nH]c2=O)C(C)=O)cc1OC	102	4	0.1	-2	-10	5	0	0	0	-0.9
Cc1cc(C)n(-c2nc3c(c(=O)[nH]c(=O)n3C)n2Cc2ccc(F)cc2)n1	100	0	-0.1	-5	-4	0	-3	-11	-2	-0.5
O=[N+]([O-])c1ccccc1-c1cc(-c2cc(Cl)ccc2O)n[nH]1	99	5	0.2	14	-4	8	0	7	-10	-2.1
Cc1ccc(C)c(N2CCN(CC3CCCCC3)CC2)c1	98	-1	0.2	3	2	14	-7	-7	10	1.7
COc1ccc(CC(=O)OCC(=O)NC(=O)NC2CCCC2)cc1	100	0	-0.1	8	-6	2	-4	-9	-4	2.4
O=C1N/C(=C/c2ccc(N3CCOCC3)o2)C(=O)N1c1cccc(Cl)c1	113	5	-0.3	10	33*	20	70*	11	-1	-2.1
CCOC(=O)c1nn(-c2ccc3ccccc3c2)cc1O	102	-1	0.1	3	-6	0	-3	4	-2	0.0
Cc1c(C(=O)Nc2ccc3c(c2)OCCO3)sc2ncnc(N3CCCCC3C)c12 (configuration not stated)	97	-2	0.7	-5	-20	13	9	1	-13	1.6
O=C(Cc1ccc(Cl)cc1)NCC(=O)N1CCN(c2ccccc2)CC1	99	-1	0.2	5	0	-27	-6	4	2	-4.4
CCN(C(=O)COC(=O)c1cc(=O)c2ccccc2o1)c1c(N)n(Cc2ccccc2)c(=O)[nH]c1=O	100	0	-0.2	-1	-8	0	-4	-1	11	2.7
COc1cc(NC(=O)CN2CCCCC2C)c(C)cc1[N+](=O)[O-] (configuration not stated)	100	-1	-0.3	10	1	2	1	7	-1	-1.2
COc1ncccc1-c1cnc2cccnn12	96	3	-0.1	10	1	-6	5	/	-1	1.6
CC[C@H](C)C(C(=O)N1CCN(C(=O)OC(C)(C)C)CC1)n1cc(C(CC(C)C)NC(=O)OC(C)(C)C)nn1 (some centres not stated)	98	-2	0.0	3	-5	9	0	-2	-4	-0.4
COc1ccc(OC)c(NS(=O)(=O)c2cccs2)c1	89	1	-0.1	-1	-13	1	-1	-4	-2	-2.3
COc1cc(CCC(=O)NCC2CCCO2)cc(OC)c1OC (configuration not stated)	87	1	0.3	10	1	-2	2	-3	2	-1.3
CCN(CC(=O)NCc1cccs1)S(=O)(=O)c1c(F)cccc1F	97	0	-0.1	-4	-16	-4	0	-5	3	0.4
Cc1ccc(CNC(=O)C2C3C=CC4(CN(Cc5cccnc5)C(=O)C24)O3)cc1 (configuration not stated)	100	0	0.2	-4	-3	0	-3	1	/	-0.4
C=C(C)n1c(=O)n(Cc2ccccc2C)c2ccccc21	101	-3	0.2	14	-5	-2	-4	-6	-7	2.3
Cc1ccc(-c2nc3cccnc3s2)cc1NC(=O)C1c2ccccc2Oc2ccccc21	98	-5	0.0	12	-18	-2	4	7	-11	0.2
COc1ccc(C(=O)NC(=S)Nc2ccc(N3CCCC3)cc2)cc1	86	0	-0.9	-1	4	1	-3	-8	7	-0.1
O=C(CSc1nnc(Nc2ccccc2)s1)NN1C(=O)NC2(CCCCC2)C1=O	100	2	-0.2	5	3	-1	3	6	0	-0.1
COc1ccccc1-c1n[nH]c(=S)n1-c1ccccc1	94	2	-0.3	12	-3	2	-9	-8	-3	-1.4
CC1CCCC(C)N1C(=O)c1cc(F)c(F)cc1Cl (configuration not stated)	94	1	-0.2	7	-3	-2	2	11	20	-0.7
CC1(C)C(=O)NCCN1C(=O)CC1C(=O)NCCN1Cc1cccc(C(F)(F)F)c1 (configuration not stated)	101	2	-0.6	-4	-3	-1	5	3	4	-0.8
Cc1cccc(/N=C/c2c(O)c3ccccc3oc2=O)n1	107	0	0.0	0	-10	3	6	-7	/	1.3
CSCC[C@H](NC(=O)OC(C)(C)C)C(=O)N/N=C/c1c(C)[nH]c(=O)[nH]c1=O	87	0	-0.4	1	-13	-1	-6	4	9	-1.5
Nc1nc(-c2ccco2)cs1	102	4	0.0	0	1	-1	-10	4	-3	0.7
COc1ccc(C(C(=O)NC2CCCC2)N(Cc2ccccc2)C(=O)CNC(=O)c2ccco2)cc1 (configuration not stated)	78	-3	0.0	-1	5	2	6	4	-1	-0.1
CCOC(=O)C(CC)Sc1nc2c(cnn2-c2ccccc2)c(=O)[nH]1 (configuration not stated)	?	1	-0.1	0	2	0	-3	-7	6	-0.5
Cc1ccc(-c2nc3ncccc3o2)cc1NC(=O)c1ccco1	93	2	-0.2	-3	1	-3	-3	3	8	0.1
CC1CCN(C(=O)COC(=O)CCC(=O)c2ccc(Cl)cc2)CC1	95	2	-0.2	2	-2	1	1	-11	15	-1.8
CCNC(=S)NNC(=O)Cn1nc(C)cc1C	97	2	-0.1	18	3	0	-3	6	5	-1.9
CCOC(=O)C1(Cc2cccc(OC)c2)CCN(Cc2cccn2-c2nccs2)CC1	90	-2	0.0	2	-4	-1	-3	4	-9	-0.9
Cc1cccc(C(O)c2ncc(-c3ccc(Cl)cc3)[nH]2)c1C (configuration not stated)	98	-4	-0.1	1	-8	3	-5	/	/	0.4
c1ccc(-c2nn3c(Cn4cnc5ccccc54)nnc3s2)cc1	101	1	-0.1	-2	1	4	-2	-3	/	-2.4
CCOC(=O)CCSc1n[nH]c(=S)s1	94	2	-0.2	10	8	-2	-16	-2	3	-1.1
CCOc1ccc(-n2c(C)c(C(C)=O)c3cc(OCC(N)=O)ccc32)cc1	102	1	-0.2	6	-10	-1	0	9	-5	-0.6
CCCCn1c(N)c(N(CC(C)C)C(=O)c2ccco2)c(=O)[nH]c1=O	99	-3	-0.2	7	1	4	8	-4	/	-0.3
COc1cc(CNc2ccc(N3CCOCC3)c(C(=O)O)c2)ccc1OCC(N)=O	102	1	0.1	0	0	-1	3	-9	10	-0.3
NC(=O)c1cc(-c2cccnc2)nc2ccc(Br)cc12	103	1	0.0	6	6	1	-4	-6	-5	-2.7
COc1cc2c(cc1OC)C1=C(C#N)CCC(=NC(=O)c3ccc(Cl)cc3)N1CC2	111	-1	0.2	1	1	-1	-6	-9	0	-0.9
Cc1ccc(-n2ncc3c(N4CCC5(CC4)OCCO5)ncnc32)c(C)c1	92	-3	0.1	2	-9	-14	8	-2	-8	-0.5
COc1ccc(CCNC(=O)c2cccc(NC(=O)CC3SC(N4CCCCC4)=NC3=O)c2)cc1OC (configuration not stated)	98	1	-0.1	-1	-4	-5	1	-5	/	-1.9
CC(C)c1ccc(NC(=O)CSc2nc(-c3ccccc3F)nc3nc[nH]c23)cc1	99	2	0.2	5	12	16	-9	-20	7	0.8
OCC#CCSc1nnc(-c2ccc(Br)cc2)o1	98	0	0.1	1	0	-1	-2	2	2	-2.2
O=C(CCCN1C(=O)c2cccc3cccc(c23)C1=O)NC1CCS(=O)(=O)C1 (configuration not stated)	104	2	0.0	21	5	32	1	-6	0	-2.7
O=c1cc(C=NNc2ccccc2)[nH]c(=O)[nH]1	97	4	0.2	-28	9	9	-3	-1	8	-2.0
COc1ccccc1CN1CC(C(=O)NCc2c(F)ccc(C)c2F)CCC1=O (configuration not stated)	94	1	0.8	1	0	15	4	12	13	0.1
CCCOC(=O)c1ccc(NC(=O)c2cccc(S(=O)(=O)N3CCN(C(C)=O)CC3)c2)cc1	96	7	0.4	12	0	-1	7	-4	-4	-2.2

In a second layout: 10 of the compounds above
ABCB6 inh 2 | Glyco luc inh | aDG glyco act | MC4R antag cAMP | NOD2 RIPK2 PPI | Granule exo inh | ABHD5-PLIN5 inh | TLR9-MyD88 block | Vif inh | MC4R ag barr | compound
102 | 1 | -0.2 | 6 | -10 | -1 | 0 | 9 | -5 | -0.6 | CCOc1ccc(-n2c(C)c(C(C)=O)c3cc(OCC(N)=O)ccc32)cc1
99 | -3 | -0.2 | 7 | 1 | 4 | 8 | -4 | / | -0.3 | CCCCn1c(N)c(N(CC(C)C)C(=O)c2ccco2)c(=O)[nH]c1=O
102 | 1 | 0.1 | 0 | 0 | -1 | 3 | -9 | 10 | -0.3 | COc1cc(CNc2ccc(N3CCOCC3)c(C(=O)O)c2)ccc1OCC(N)=O
103 | 1 | 0.0 | 6 | 6 | 1 | -4 | -6 | -5 | -2.7 | NC(=O)c1cc(-c2cccnc2)nc2ccc(Br)cc12
111 | -1 | 0.2 | 1 | 1 | -1 | -6 | -9 | 0 | -0.9 | COc1cc2c(cc1OC)C1=C(C#N)CCC(=NC(=O)c3ccc(Cl)cc3)N1CC2
92 | -3 | 0.1 | 2 | -9 | -14 | 8 | -2 | -8 | -0.5 | Cc1ccc(-n2ncc3c(N4CCC5(CC4)OCCO5)ncnc32)c(C)c1
98 | 1 | -0.1 | -1 | -4 | -5 | 1 | -5 | / | -1.9 | COc1ccc(CCNC(=O)c2cccc(NC(=O)CC3SC(N4CCCCC4)=NC3=O)c2)cc1OC (configuration not stated)
99 | 2 | 0.2 | 5 | 12 | 16 | -9 | -20 | 7 | 0.8 | CC(C)c1ccc(NC(=O)CSc2nc(-c3ccccc3F)nc3nc[nH]c23)cc1
98 | 0 | 0.1 | 1 | 0 | -1 | -2 | 2 | 2 | -2.2 | OCC#CCSc1nnc(-c2ccc(Br)cc2)o1
104 | 2 | 0.0 | 21 | 5 | 32 | 1 | -6 | 0 | -2.7 | O=C(CCCN1C(=O)c2cccc3cccc(c23)C1=O)NC1CCS(=O)(=O)C1 (configuration not stated)
